# ABCB6 inh MLPCN = inhibitors of human ABC transporter ABCB6; K562-ABCB6 porphyrin accumulation, flow cytometry, 1 h; active compounds read low; fluorescence ratio to DMSO, % at 10 µM; AID 602162; Q9NP58; actives 0.19% (n = 360,000);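 active means fluorescence ratio to DMSO below 75%, the collection mean minus 3 SD; inconclusive means too few cells collected in the well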;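 further: signal is porphyrin accumulated inside mitochondria; 100% equals median channel fluorescence of DMSO control wells; lower ratio means ABCB6 inhibition with less porphyrin fluorescence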
# aDG glyco up = alpha-DG glycosylation activation | activation, % at 10 µM | actives 0.22% (n = 360,000) | Pro5-aDG cells, alpha-DG glycosylation AlphaScreen (IIH6); 0% Pro5, 100% B10-LARGE cell signal;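 active means activation of at least 8% versus controls, or a plate z-score of at least 8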;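 further: Pro5 are CHO cells carrying HIG-tagged alpha-DG that lacks glycosylation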
# MC4R ag barr = agonists of human melanocortin 4 receptor (MC4R) beta-arrestin. P32245. U2OS MC4R beta-arrestin complementation, luminescence; percent of melanotan II response, DMSO zero. activation, % at 8.9 µM. actives 0.98% (n = 360,000). AID 540308;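 active means activation above a per-plate cutoff, the mean activation of sample wells on that plate plus 3 SD, cut at about 8% in these data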
# Target sequence (P32245 whole entry, looked up): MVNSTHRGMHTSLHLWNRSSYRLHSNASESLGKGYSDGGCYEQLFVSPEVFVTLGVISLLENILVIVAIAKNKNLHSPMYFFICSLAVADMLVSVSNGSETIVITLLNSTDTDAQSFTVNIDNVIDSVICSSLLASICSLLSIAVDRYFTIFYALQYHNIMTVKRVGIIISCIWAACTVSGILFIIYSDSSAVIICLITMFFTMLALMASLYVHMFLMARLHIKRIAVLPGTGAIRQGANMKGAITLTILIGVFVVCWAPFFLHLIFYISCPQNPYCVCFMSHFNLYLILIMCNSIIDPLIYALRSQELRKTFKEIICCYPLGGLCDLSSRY
# H9c2 protect = modulators protecting cardiomyocytes from myocardial damage; H9c2 cardiomyocytes, H2O2 injury protection, ATPLite, 2 h; actives 0.63% (n = 360,000); AID 588492; protection from H2O2 cell death, % at 20 µM;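 active means compounds giving at least 50% protection of heart cells from peroxide-induced death in the single-dose screen, raw or plate-pattern-corrected value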;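 further: 0% = DMSO wells with peroxide and 100% = DMSO wells without peroxide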
# m5-HT2A agonist = mouse HTR2A agonism via beta-arrestin recruitment. CHO-K1 mHTR2A beta-arrestin complementation, luminescence; percent of 30 µM serotonin response. P35363. activation, % at 7.6 µM. actives 0.66% (n = 360,000);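 active means activation above a run cutoff, the mean activation of all tested compounds plus 3 SD, cut at about 14% in these data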;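 further: 0% = plate median of compound wells and 100% = 30 µM serotonin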
# Target sequence (P35363 whole entry, looked up): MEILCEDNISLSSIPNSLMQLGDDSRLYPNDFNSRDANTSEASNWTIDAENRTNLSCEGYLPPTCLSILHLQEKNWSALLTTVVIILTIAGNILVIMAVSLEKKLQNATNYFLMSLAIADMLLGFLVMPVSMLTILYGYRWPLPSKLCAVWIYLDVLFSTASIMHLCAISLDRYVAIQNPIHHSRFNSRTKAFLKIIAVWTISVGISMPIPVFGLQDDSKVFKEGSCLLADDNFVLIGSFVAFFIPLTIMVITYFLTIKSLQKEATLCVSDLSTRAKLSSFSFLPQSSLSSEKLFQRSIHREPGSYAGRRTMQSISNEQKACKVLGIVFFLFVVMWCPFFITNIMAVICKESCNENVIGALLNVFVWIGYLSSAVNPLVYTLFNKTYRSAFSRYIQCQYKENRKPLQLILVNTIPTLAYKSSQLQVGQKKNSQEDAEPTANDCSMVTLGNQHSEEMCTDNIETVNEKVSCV
# N-glyco inh = N-linked glycosylation inhibition. actives 0.23% (n = 360,000). D54 ERlucT glycosylation luciferase reporter, 24 h; percent of 100 nM tunicamycin response. reporter increase, % at 12.5 µM. AID 588692;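 active means mean luciferase reporter signal, scaled so untreated is 0 and the glycosylation-blocking control 100, at or above a set limit in every replicate; inconclusive means mean reaches the limit but not every replicate does; inactive means mean below the limit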;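 further: luciferase carries N-glycosylation sites so blocking glycosylation raises the light; 0% = median of neutral control wells and 100% = median of 100 nM tunicamycin wells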
# PDI turbidity = inhibitors of human protein disulfide isomerase; inhibition, % at 10 µM; actives 0.052% (n = 350,000); P07237; PDI insulin aggregation turbidity, A650, 90 min;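 active means mean inhibition across replicates of 30% or more, whatever share of single replicates reach that level; inconclusive means mean inhibition below 30% while every single replicate reaches 30%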;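 further: absorbance from insulin aggregation driven by PDI reduction with DTT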
# MC4R antag cAMP = human MC4R antagonism in cAMP assay. P32245. MC4R-expressing cells, MTII-stimulated cAMP, LANCE TR-FRET. inhibition, % at 6.5 µM. actives 0.48% (n = 360,000). AID 540295;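 active means inhibition above its plate's cutoff, the mean of tested wells on that plate plus 3 SD, cut at about 29% in these data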;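 further: 0% = Melanotan II alone and 100% = Melanotan II plus saturating MCL0020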
#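 Test system: U2OS cells stably expressing human melanocortin 4 receptor (MC4R); also added: Melanotan II challenge; compound: 6.5 µM single dose; timing: 30-min compound preincubation, 1-h Melanotan II challenge, 1-h detection, room temperature; signal: Eu-cAMP/anti-cAMP TR-FRET, emission 671 nm; repeats: one well per compound, no replicates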
# CaV13 ICDI inh = Primary screen for inhibitors of IQ motif and Ca2+-dependent inactivation inhibitor domain binding in CACNA1D, Förster resonance energy transfer in living cells, …; actives 0.098% (n = 340,000); HEK cells, CFP/YFP FRET ICDI-IQ, plate reader, 10 min; percent FRET-ratio fall versus neutral wells; AID 743397; inhibition, % at 12.3 µM;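 active means mean replicate inhibition of at least 30% and at least 1% of replicates passing that level; inconclusive means only one of the two criteria is met; inactive means neither criterion is met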;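 further: 0% = median of the neutral control wells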
# Vif inh = HIV Vif inhibition | inhibition, % at 7.49 µM | HEK293T cells, Vif self-association by quenched fluorescence, imaging, 24 h | actives 0.35% (n = 340,000); in the data active means inhibition above about 50%, passing the limit was not always enough; inconclusive means no clear call, values can overlap the other calls; inactive means below about 31%; further: some results filed as inactive read as strong as hits
# Starred values were filed as active, the others as inactive; ? = inconclusive; . = no result given.
SMILES,ABCB6 inh MLPCN,aDG glyco up,MC4R ag barr,H9c2 protect,m5-HT2A agonist,N-glyco inh,PDI turbidity,MC4R antag cAMP,CaV13 ICDI inh,Vif inh
Cc1ccc(C(=O)CSc2nnc(COc3cccc4cccnc34)o2)cc1,98,-0.2,2.3,1,-5,1,-4,-2,-8,-16
COCCn1c(SCC(=O)NC2CCCC2)nc2c(c1=O)SCC2,95,-0.3,1.8,-2,4,4,4,-2,-1,5
CCOC(=O)N1CCN(C(c2cc3ccccc3o2)c2nnnn2C(C)(C)C)CC1 (stereo not drawn),101,-0.1,.,.,-1,.,.,.,-7,.
COc1ccc(N2CCN(CC(=O)Nc3ccc(C)cc3)CC2)cc1,98,-0.2,1.2,-5,-6,3,-6,1,-2,2
CCOC(=O)N1CCC(NC(=O)c2cc(C)c3c(C)nn(-c4ccccc4)c3n2)CC1,98,0.2,0.1,1,4,1,13,1,-4,-4
Cc1cc(C)nc(N/N=C2/CCSc3ccc(F)cc32)n1,94,0.1,1.3,0,-1,2,1,-3,-4,-4
CCN1CCN(C(=O)C2=C(C(=O)O)CCCC2)CC1,100,0.1,-1.7,2,3,2,11,5,-3,10
CCCC(=O)N1CCC1(C)C(=O)NCc1ccc(SC)cc1 (stereo not drawn),96,-0.1,-2.1,2,-3,2,10,11,-12,-9
Cc1ccc2[nH]cc(C(=O)CN3CCOCC3)c2c1,96,-0.1,-0.5,0,-1,2,7,-4,-7,-4
Nc1nc(C23CC4CCC(CC(C4)C2)C3)cs1,96,0.2,2.1,-2,-1,-1,3,14,-3,-1
COc1cc(NC(=O)C2CCN(S(=O)(=O)c3cccc4nonc34)CC2)cc(OC)c1,107,-0.4,0.5,22,11,0,1,13,-1,-12
COc1ccc(CN(C(=O)c2cc3ccccc3oc2=O)C2CCS(=O)(=O)C2)cc1OC (stereo not drawn),91,-0.1,0.8,0,8,0,7,-3,-4,7
COc1ccc(C(O)Cn2c(=N)n(CCCN(C)C)c3ccccc32)cc1 (stereo not drawn),103,1.4,0.3,13,-2,-6,3,-1,-1,-8
CCC(=O)c1cc2c(C)cc(=O)oc2c(C)c1O,104,0.0,1.4,1,2,1,2,-17,.,0
O=C(CCCN1C(=O)/C(=C/c2cccs2)SC1=S)NNC(=O)c1ccc(F)cc1,104,0.3,4.4,-3,-1,-2,-5,8,-19,-4
N/C(CC(=O)NCCOc1ccccc1)=N\O,94,0.0,0.9,2,4,3,-10,2,.,1
CC(=O)Nc1cc(=O)c2cccnc2[nH]1,103,-0.3,-0.5,-1,8,1,-21,-2,-4,20
O=C(c1ccccc1)c1ccc(OCC(=O)N2CCOCC2)cc1,100,-0.2,-4.7,-12,3,1,1,4,7,-9
O=C(COc1ncnc2c(Cl)cc(Cl)cc12)Nc1cc([N+](=O)[O-])ccc1Cl,96,0.0,-1.7,6,4,-4,17,-4,-5,-12
COc1cc(C(=S)N2CCOCC2)ccc1OS(=O)(=O)c1ccc(Cl)cc1,95,0.0,2.0,-1,1,-2,-1,15,-4,-6
CCN(CC(=O)Nc1c(F)cccc1F)C(=O)/C=C/c1cn(Cc2ccccc2)nc1-c1cccnc1,99,0.2,-2.4,0,1,0,7,-1,-6,-11
O=C(COC(=O)/C=C/c1ccc(C(F)(F)F)cc1)NCCC1=CCCCC1,102,-0.1,2.3,5,0,0,-12,-3,.,3
COCC1CCN(C(=O)c2oc3c(F)cccc3c2C)C1 (stereo not drawn),98,-0.1,-1.6,1,5,0,2,8,-3,-2
CCCCN(CC)CCNC(=O)c1cc2c(=O)[nH]c3ccc(C)cc3c2s1,100,1.3,0.4,-16,-9,-4,-9,4,-21,-3
O=C(O)c1cc(-c2ccc3ccccc3n2)nc2ccccc12,99,0.0,-1.5,-18,-2,-2,-7,-1,-9,-3
# Further structures
SMILES,ABCB6 inh MLPCN,aDG glyco up,MC4R ag barr,H9c2 protect,m5-HT2A agonist,N-glyco inh,PDI turbidity,MC4R antag cAMP,CaV13 ICDI inh,Vif inh
CCCCNS(=O)(=O)CCNCc1ccccc1OC,105,0.0,-0.7,0,1,0,5,9,-6,5
Cc1ccc(C(=O)N/C(=C\c2ccc(-c3cccc([N+](=O)[O-])c3)o2)C(=O)NCCCN2CCOCC2)cc1,105,0.0,-0.7,3,12,-5,-10,-11,-7,5
O=C(COc1ncnc2ccccc12)NC1CCCCC1,94,-0.1,1.3,3,13,4,-10,-3,-5,0
CS(=O)(=O)c1ccc(C(=O)N2CCN(C(=O)c3ccco3)CC2)cc1,92,0.0,-1.5,-1,1,0,4,1,-6,-4
O=C(O/N=C\c1ccc(N2CCCCC2)c([N+](=O)[O-])c1)c1cccc(Cl)c1,108,1.7,-1.6,2,-3,0,-1,1,.,-2
c1cc2nc(C34CC5CC(CC(C5)C3)C4)[nH]c2cn1,734,-0.1,-1.4,1,-2,-1,-9,4,3,-1
COc1ccc(OC(C)C(=O)NC2CCCCCCC2)cc1 (stereo not drawn),97,0.0,-0.1,-9,2,-2,-3,3,-7,.
CC(=O)NCCNc1nc2cc(-c3ccc(C(=O)N4CCN(C)CC4)cc3)sc2c(=O)n1C,107,-0.2,0.5,4,0,0,-3,1,-4,-3
Cc1ccc(C(=O)N2CCc3ccccc32)cc1C,100,0.0,-0.9,-5,-5,-2,1,4,-5,-2
Cc1cnc(NC(=O)Nc2ccccc2)c(C)n1,110,0.0,1.2,1,0,-1,3,16,-18,6
CN(C)S(=O)(=O)c1ccc(C(=O)Nc2ccccc2SCCC#N)cc1,90,-0.8,-0.6,0,-1,-1,-2,0,-5,-5
O=C(COc1ccccc1C(=O)NCC1CCCO1)Nc1ccc(Br)cc1 (stereo not drawn),97,0.1,-1.1,-5,-4,-3,0,9,-2,-4
CCOc1ccc(C(=O)c2cc([N+](=O)[O-])ccc2Cl)cc1,98,0.1,1.3,-12,1,-2,-1,4,.,3
COc1ccc(NC(=O)CN(C)C(=O)CCSc2ccc(C)cc2)cc1,104,0.0,-2.1,-1,-4,-1,0,-2,-15,-5
Cn1c(=O)c(-c2ccccc2)c(O)c2ccccc21,99,0.2,1.4,2,1,3,-5,-1,3,-4
CC1CCc2c(sc3ncnc(NCCCOC(C)C)c23)C1 (stereo not drawn),88,0.4,-1.0,-10,-3,-2,4,-10,-1,-26
Cn1c(CN2CCCC(C(=O)c3ccc4c(c3)OCO4)C2)nc2ccccc21 (stereo not drawn),102,0.0,-1.8,-3,-5,0,4,12,-5,-1
CC1Oc2ccc(C#N)cc2N(Cc2ccc(F)cc2)C1=O (stereo not drawn),96,-0.3,-1.3,3,2,-1,-1,-2,.,.
O=C(NCC1CCCO1)/C(=C\c1ccco1)NC(=O)c1ccc(Cl)cc1 (stereo not drawn),102,-0.2,-1.7,3,-5,4,-4,-6,-7,2
Cc1cc(Cl)ccc1OCC(=O)NNC(=O)c1ccc(=O)[nH]c1,94,-0.2,-2.2,-1,-2,-2,-4,0,-6,-2
COc1ccc(-n2c(SCC(=O)Nc3ccccc3C)nc(O)c(Cc3ccccc3)c2=O)cc1,98,-0.4,-2.0,7,0,.,1,11,-2,.
CC(C)N(Cc1nc(-c2ccc(Cl)cc2)no1)Cc1nccn1C,103,0.2,-3.4,-2,-1,-2,8,15,-7,-6
Cc1sc2nc(CN(C(=O)NC3CCCCC3)C3CCCC3)[nH]c(=O)c2c1C,99,0.1,-0.5,11,4,-5,1,4,-9,-9
CN(C)S(=O)(=O)c1ccc2c(c1)nc(CCC(=O)NCC(=O)Nc1ccc(F)c(F)c1F)n2C,102,-0.2,-0.9,-5,-3,0,-8,2,-5,5
COc1cc(-c2nc(S(=O)(=O)c3ccc(C)cc3)c(N(C)C)o2)cc(OC)c1OC,99,0.6,-1.2,1,4,-1,18,5,.,.
# Going on with the list.
SMILES,ABCB6 inh MLPCN,aDG glyco up,MC4R ag barr,H9c2 protect,m5-HT2A agonist,N-glyco inh,PDI turbidity,MC4R antag cAMP,CaV13 ICDI inh,Vif inh
Cc1nc(SCC(=O)N2CCCC2=O)nc(C)c1C,96,0.1,-0.7,5,2,1,-1,-8,-12,?
O=C1COc2ccc(C(=O)CSc3nnc(Cc4cccs4)n3-c3ccc(Cl)cc3)cc2N1,101,0.7,0.0,12,0,-2,-1,16,-4,2
OCC(O)CSc1nc(-c2ccccc2)nc2c1CCC2 (stereo not drawn),96,0.0,-0.3,-4,1,0,1,16,-3,7
COc1cccc(NC(=O)N2CCCC2C(=O)NCc2ccccc2F)c1 (stereo not drawn),92,-0.1,3.7,8,-4,1,1,15,-7,-3
CCCCCCn1c(=O)[nH]c2nc3cc(N)c(C)cc3nc2c1=O,116,-0.6,0.1,21,-7,6,-3,-3,1,39
c1ccc(OCCn2c(-c3ccco3)nc3ccccc32)cc1,104,0.6,-0.5,-6,-4,-5,16,23,-6,1
CCCOc1ccc([C@@H]2C3CN(C(=O)OCC)CC=C3C(C#N)=C(N)C2(C#N)C#N)cc1OC (stereo partly drawn),103,-0.1,-1.4,12,-3,3,-1,17,-3,-2
COc1ccc(S(=O)(=O)N2CCOC23CCN(S(C)(=O)=O)CC3)cc1,100,-0.2,-2.0,-4,0,0,-3,4,-2,-6
CCCCN1C(=O)C(C#N)CC2=C1CC(C)(C)CC2=O (stereo not drawn),99,0.2,0.0,19,-1,2,-4,6,-9,-6
Cc1ccccc1NC(=O)CSCC(=O)Nc1ccccc1C,97,0.0,0.6,0,8,1,-3,16,-9,-5
CS(=O)(=O)N(CCc1ccccc1)CC(=O)Nc1ccccc1,101,-0.2,0.4,2,3,2,4,3,-2,0
COc1ccc(-c2nc(-c3ccccn3)ncc2S(C)(=O)=O)cc1,91,0.2,0.5,2,6,-1,-5,12,-2,-2
O=C(CNc1ccc2ccccc2c1)N/N=C/c1ccncc1,106,0.2,-0.4,-4,-1,-5,-18,16,-6,-14
O=c1[nH]c(=S)[nH]cc1Oc1ccccc1,97,-0.1,-2.2,8,4,1,9,7,-7,0
O=C(NC(=S)N1CCOCC1)c1cc2ccccc2o1,96,0.0,-2.1,4,0,1,3,7,0,-1
Cc1ccc(C)n1-c1cc(S(=O)(=O)N2CCOCC2)ccc1N1CCCC1,100,0.0,-0.4,-1,-3,-4,10,7,-5,1
O=C(/C=C/c1ccccc1[N+](=O)[O-])NCCc1ccc(F)cc1,85,-0.3,-1.0,0,-3,-2,5,17,1,-2
CC(=O)OC1CC2(C)C(CCC2(O)C(C)=O)C2CCC3C(Cl)C(=O)CCC3(C)C12 (stereo not drawn),95,0.6,-2.0,3,-4,-1,11,11,-8,16

# Quoted from the listing.
# For MC4R ag barr, OCC(O)CSc1nc(-c2ccccc2)nc2c1CCC2 (stereo not drawn) has -0.3
# For MC4R antag cAMP, CCCCCCn1c(=O)[nH]c2nc3cc(N)c(C)cc3nc2c1=O has -3

# Assay outcomes deposited in PubChem BioAssay by several laboratories.

# Not a hit list. Share with any hit: about 3.6%.
